Screens: PubChem, several laboratories
PolyA inh: inhibitors of polyadenylation in S. cerevisiae; calls only at 12 µM; S. cerevisiae SKY197-pL101 polyadenylation reporter, beta-gal luminescence; efflux-impaired pdr1/pdr3 knockout yeast; score 100 = 6 SD above DMSO; 0.02% of 300,000 active;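 active = lowest replicate activity score at least 50, where 100 means six control SD above control mean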;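 also: yeast exposed to compound for 9 h at 30 °C; higher score means more reporter readthrough which indicates perturbed polyadenylation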
TRPC4 inh: blocks the mouse TRPC4 cation channel; Q9QUQ5; B-score at 10 µM; 0.39% of 300,000 active; HEK293 TRPC4beta/mu-opioid, DAMGO-evoked Fluo4 calcium flux; stronger effect = lower value;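 active = B-score over 3 SD under the library average, no early fluorescence shift, positive overall ratio signal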
Target sequence (Q9QUQ5 whole entry, looked up): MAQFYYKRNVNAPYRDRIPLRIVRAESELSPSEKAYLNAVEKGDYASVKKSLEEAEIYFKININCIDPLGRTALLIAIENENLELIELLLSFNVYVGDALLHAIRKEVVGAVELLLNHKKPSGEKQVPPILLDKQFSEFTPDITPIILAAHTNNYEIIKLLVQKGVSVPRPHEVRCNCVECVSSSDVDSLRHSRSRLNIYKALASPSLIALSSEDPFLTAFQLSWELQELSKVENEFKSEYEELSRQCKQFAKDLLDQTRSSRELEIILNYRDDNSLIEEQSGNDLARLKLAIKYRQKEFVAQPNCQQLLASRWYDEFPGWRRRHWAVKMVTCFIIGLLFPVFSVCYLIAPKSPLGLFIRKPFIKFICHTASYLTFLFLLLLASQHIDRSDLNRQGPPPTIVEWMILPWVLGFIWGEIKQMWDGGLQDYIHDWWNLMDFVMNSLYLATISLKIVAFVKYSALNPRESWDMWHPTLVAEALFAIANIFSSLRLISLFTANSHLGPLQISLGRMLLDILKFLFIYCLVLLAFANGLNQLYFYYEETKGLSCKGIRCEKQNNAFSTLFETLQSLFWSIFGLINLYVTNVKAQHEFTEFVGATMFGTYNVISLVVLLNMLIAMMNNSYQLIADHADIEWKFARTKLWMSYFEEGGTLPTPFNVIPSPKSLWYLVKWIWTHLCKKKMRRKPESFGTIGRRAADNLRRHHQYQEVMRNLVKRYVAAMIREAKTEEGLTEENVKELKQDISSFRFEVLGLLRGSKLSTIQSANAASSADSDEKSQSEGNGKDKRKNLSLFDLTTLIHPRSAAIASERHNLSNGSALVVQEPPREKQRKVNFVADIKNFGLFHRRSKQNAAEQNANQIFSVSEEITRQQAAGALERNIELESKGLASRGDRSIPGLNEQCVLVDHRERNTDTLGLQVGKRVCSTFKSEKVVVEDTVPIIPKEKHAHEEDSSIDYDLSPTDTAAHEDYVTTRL
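Material: HEK293 cells with stable TRPC4beta plus mu-opioid receptor expression; probe or stimulus: DAMGO in two steps, submaximal then maximal; technique: Fluo4 calcium fluorescence by kinetic imaging, 5 s 1 Hz baseline; measure: integrated fluorescence ratio relative to baseline, converted to per-well B score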
Dyrk1A ADPGlo: inhibitors of rat Dyrk1A kinase; 0.43% of 310,000 active; Q63470; ADP-Glo luminescence, NFATc1 peptide; inhibition, % at 12.5 µM; in the data active = inhibition above about 50%;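 also: plate controls were vehicle with enzyme for no effect and no enzyme for full effect; many of its hits are not listed in these tables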
KCNK9 inh: human KCNK9 channel inhibition; Q9NPC2; HEK293 KCNK9, FluxOR thallium flux fluorescence; stronger effect = lower value; B-score at 10 µM; 1.2% of 310,000 active;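 active = ratio B-score over 3 SD below the library mean, with starting fluorescence within 5 SD of its mean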;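 also: negative B-score means less thallium flux so channel inhibition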
KCNQ1 inh: human KCNQ1 channel inhibition | P51787 | CHO-K1 KCNQ1, FluxOR thallium flux fluorescence; stronger effect = higher value | B-score at 10 µM | 1.3% of 310,000 active | AID 2642;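 active = compounds whose thallium flux B-score, printed positive for inhibition, exceeds three library SD while starting fluorescence stays within three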;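 also: channel opened by potassium depolarization with thallium stimulus after 20 min compound exposure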
KCNQ1 pot: human KCNQ1 channel potentiation or activation | CHO-K1 KCNQ1, thallium flux FluxOR fluorescence; stronger effect = higher value | B-score at 10 µM | 0.35% of 310,000 active;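 active = fluorescence ratio B-score, a plate-corrected score, at least three library SD, with initial intensity B-score within 5 SD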
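Doses: Single concentration per compound, DMSO matched to controls | Test system: KCNQ1-transfected CHO-K1 cells | Timing: 90 min dye loading and 20 min compound exposure, both at room temperature | Measured by: Kinetic FluxOR thallium fluorescence, 10-s 1-Hz baseline, 110-s post-stimulus read | Medium: Assay buffer with matched DMSO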
hERG protect: hERG (human) protection from proarrhythmic block; Q12809; CHO-hERG, FluxOR thallium flux, dofetilide IC70 present; activation (rescue from dofetilide block), less the hit threshold, % at 10 µM; 0.51% of 310,000 active; AID 1511;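 active = activation above the mean of controls blocked by dofetilide plus 5 SD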;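 also: thallium influx through hERG after potassium depolarization seen as dye fluorescence rise; in these data hits start at about 4.7%; inactives centre near -7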
TRPC4 potent: allosteric potentiators of mouse TRPC4 channel | HEK293 TRPC4beta/mu-opioid, DAMGO EC20, Fluo-4 Ca2+ flux; stronger effect = higher value | Q9QUQ5 | B-score at 10 µM | 0.42% of 310,000 active;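 active = B-score of calcium response area above 5 SD of library B-scores, with initial fluorescence ratio within 5 SD of library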;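 also: B-score of integrated fluorescence ratio over time as area under calcium response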
Platelet DG rel: modulates dense granule release in human platelets; 0.22% of 300,000 active; inhibition, %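 (compounds screened at 7.5 µM in platelet-rich plasma)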; human platelet-rich plasma, SFLLRN dense granule ATP release, luminescence;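 active = mean replicate score, as percent of positive control, at or above 50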
KCNK3 block: human KCNK3 channel inhibition, primary screen. O14649. CHO-KCNK3 thallium flux, FluxOR fluorescence; stronger effect = lower value. B-score at 10 µM. 0.84% of 340,000 active. AID 602410;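 active = B-score under library mean minus 4 SD, starting fluorescence ratio at most library mean plus 5 SD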;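 also: more negative B-score means stronger inhibition of thallium flux through KCNK3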
TRPC4 act: activators of mouse TRPC4 channel; 0.49% of 310,000 active; B-score at 10 µM; HEK293 TRPC4beta/mu-opioid, Fluo4 calcium fluorescence; stronger effect = higher value;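 active = B-score above 5 SD of library B-scores, and initial fluorescence ratio not above library mean plus 5 SD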;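 also: positive B-score marks a calcium rise read as TRPC4 activation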
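Assay system: HEK293 cells stably co-expressing mouse TRPC4beta and mu-opioid receptor / Timing: Fluo4 dye loading 45 min at room temperature, 110 s recording / Signal: Fluo4 calcium-sensitive dye fluorescence, kinetic, 1 Hz baseline / Read-out: integrated baseline-normalised fluorescence ratio, converted to per-well B score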
An asterisk follows results filed as active; i = inactive; . = not tested or not shown. Not all compounds are listed; count on the stated rates, not on these rows.

SMILES | PolyA inh | TRPC4 inh | Dyrk1A ADPGlo | KCNK9 inh | KCNQ1 inh | KCNQ1 pot | hERG protect | TRPC4 potent | Platelet DG rel | KCNK3 block | TRPC4 act
O=C(Cc1cc(=O)[nH]c(=O)[nH]1)NCc1ccccc1 | i | i | 1 | i | i | i | -5 | i | 6 | i | i
COCC(C)n1c(C)cc(C(=O)COC(=O)CN=C2NS(=O)(=O)c3ccccc32)c1C (configuration not stated) | i | i | -3 | i | i | i | -12 | i | -2 | i | i
CCOCCCn1c(=S)[nH]c2cc(C(=O)N3CCOCC3)ccc2c1=O | i | i | 2 | i | i | i | -12 | i | -1 | i | i
O=C(NCc1cccs1)C1CC(=O)N(C2CCCC2)C1 (configuration not stated) | i | i | 5 | i | i | i | -2 | i | -9 | i | i
O=c1c2[nH]c3cccc(Cl)c3c2ncn1Cc1ccncc1 | . | i | 12 | i | i | i | -5 | i | . | i | i
Cc1nc(N2CCN(C)CC2)[nH]c(=O)c1Cc1cccc2ccccc12 | i | i | 10 | i | i | i | -12 | i | 9 | i | i
CCC(=O)c1ccc(N2CCN(C(=O)c3cccc(F)c3)CC2)c(F)c1 | i | i | -1 | i | i | i | -8 | i | 1 | i | i
COc1ccc(CCNC(=O)c2cc(S(=O)(=O)N(C)C)ccc2N2CCCC2)cc1 | i | i | 4 | i | i | i | -6 | i | 9 | i | i
Cc1nn(CCCC(=O)NC2CCC(C)CC2)c(=O)c2nn(-c3ccccc3)c(C)c12 (configuration not stated) | i | i | -3 | i | i | i | -11 | i | -1 | i | i
O=[N+]([O-])c1cncc([N+](=O)[O-])c1Nc1cccc(O)c1 | i | i | 1 | i | i | i | -7 | i | 2 | i | i
CC1CCCCC1NC(=O)COc1ccc(-n2cnnn2)cc1 (configuration not stated) | i | i | 0 | i | i | i | -8 | i | 5 | i | i
O=C(c1cc(=O)[nH]c2ccccc12)N1CCN(c2ccccc2)CC1 | i | i | 1 | i | i | i | -13 | i | -3 | i | i
Cc1ccc(-c2nn3nnnc3c3ccccc23)cc1C | i | i | 6 | i | i | i | -14 | i | -6 | i | i
COC(=O)c1c(C(=O)OC)c(-c2ccc(C)cc2)n2c1CS(=O)C2 (configuration not stated) | i | i | 2 | i | i | i | -4 | i | 0 | i | i
Clc1ccc(CN2CCN(/N=C/c3cccnc3)CC2)cc1 | i | i | . | i | i | i | -6 | 12* | -3 | i | i
CCOc1ccc(S(=O)(=O)NCCC(=O)NC2CCCCC2)cc1 | i | i | -1 | i | i | i | -9 | i | -20 | i | i
COC(=O)c1sccc1NC(=O)c1ccc(C)cc1 | i | i | -1 | i | i | i | -6 | i | 0 | i | i
O=C(Nc1ccncc1)Nc1ccc(F)cc1F | i | i | 2 | i | i | i | -11 | i | -2 | i | i
CCC(C)NC(=O)c1n[nH]c(=O)c2ccccc12 (configuration not stated) | i | i | 0 | i | i | i | -6 | i | 8 | i | i
Cc1cccc(NC(=O)NCC(c2cccnc2)N2CCOCC2)c1 (configuration not stated) | i | i | -5 | i | i | i | -11 | i | 4 | i | i
O=C(Nn1c(=S)[nH]c2ccccc2c1=O)c1ccncc1 | i | i | 5 | i | i | i | -8 | i | 16 | i | i
Cc1ccnc(NS(=O)(=O)c2ccc(NC(=O)c3ccc(S(=O)(=O)N4CCOCC4)cc3)cc2)n1 | i | i | -2 | i | i | i | -3 | i | 7 | i | i
CC(C)C(C(=O)NCC1CCCO1)N(Cc1cccs1)C(=O)CNS(=O)(=O)c1ccccc1 (configuration not stated) | i | i | -1 | i | i | i | -8 | i | 0 | i | i
CC1CN(c2nc(Nc3ccccc3)nc(N)c2[N+](=O)[O-])CC(C)O1 (configuration not stated) | i | i | 42 | i | i | i | -5 | i | -8 | i | i
CCOC(=O)c1cnc(SCc2cccc3ccccc23)nc1N | i | i | 1 | i | i | i | -12 | i | -2 | i | i
COc1ccc(/C=C/C(=O)NCc2cnn(C)c2C)cc1COc1ccc(Br)cc1 | i | i | 13 | i | i | i | -7 | i | -1 | i | i
CCc1ccc(CCC(=O)Nc2ccc(S(N)(=O)=O)cc2)o1 | i | i | 6 | i | i | i | -9 | i | -19 | i | i
Cc1ccc(-c2nnn(CC(=O)N(Cc3cccs3)C(C(=O)NC3CCCC3)c3ccco3)n2)o1 (configuration not stated) | i | i | -11 | i | i | i | -6 | i | -11 | i | i
Cc1ccc(S(=O)(=O)Oc2ccc(C3C4=C(CCCC4=O)OC4=C3C(=O)CCC4)cc2)cc1 | i | i | -4 | i | i | i | -5 | i | 1 | i | i
CCCCC(c1nnnn1C1CCCC1)N1CCN(C(=O)c2ccco2)CC1 (configuration not stated) | . | i | -1 | i | i | i | -12 | i | -2 | i | i
CCCCC(=O)Nc1cccc(C(C)O)c1 (configuration not stated) | i | i | . | i | i | i | -4 | i | -3 | . | i
Nc1nncn1C(=O)CCc1ccccc1 | i | i | -3 | i | i | i | -13 | i | 0 | i | i
CC1(C)CC2CC(C)(CN2S(=O)(=O)c2cccc(N)c2)C1 (configuration not stated) | i | i | -1 | i | i | i | -4 | i | -4 | i | i
Cc1sc2ccccc2[n+]1CC(=O)O | i | i | 1 | i | i | i | -4 | i | 1 | i | i
COc1ccc(N(C(=O)c2snc(C(N)=O)c2N)C(C(=O)NCc2ccccc2)c2ccc(O)cc2)cc1 (configuration not stated) | i | i | 4 | i | i | i | -10 | i | 2 | i | i
CN(Cc1ccccc1)CC(O)COc1ccc(CNCc2cc3ccccc3s2)cc1 (configuration not stated) | i | i | -2 | i | i | i | -25 | i | 4 | i | i
O=C(Nc1ccc(NC(=O)c2ccccc2F)cn1)c1ccco1 | i | i | -6 | i | i | i | -7 | i | 15 | i | i
O=C(CNC(=O)c1ccccc1)Nc1cccc(C(F)(F)F)c1 | i | i | -2 | i | i | i | -5 | i | 0 | i | i
CN(c1ccc([N+](=O)[O-])cc1C(N)=O)C1CCCCC1 | i | i | -3 | i | i | i | -15 | i | 1 | i | i
CCN1CCCC1CNC(=O)CN1C(=O)COc2ccc(C)cc21 (configuration not stated) | i | i | 6 | i | i | i | -8 | i | -7 | i | i

4 compounds picked at random from the list so far, as already listed:
SMILES | PolyA inh | TRPC4 inh | Dyrk1A ADPGlo | KCNK9 inh | KCNQ1 inh | KCNQ1 pot | hERG protect | TRPC4 potent | Platelet DG rel | KCNK3 block | TRPC4 act
CN(Cc1ccccc1)CC(O)COc1ccc(CNCc2cc3ccccc3s2)cc1 (configuration not stated) | i | i | -2 | i | i | i | -25 | i | 4 | i | i
Nc1nncn1C(=O)CCc1ccccc1 | i | i | -3 | i | i | i | -13 | i | 0 | i | i
CC1(C)CC2CC(C)(CN2S(=O)(=O)c2cccc(N)c2)C1 (configuration not stated) | i | i | -1 | i | i | i | -4 | i | -4 | i | i
CCN1CCCC1CNC(=O)CN1C(=O)COc2ccc(C)cc21 (configuration not stated) | i | i | 6 | i | i | i | -8 | i | -7 | i | i

(next part)
SMILES | PolyA inh | TRPC4 inh | Dyrk1A ADPGlo | KCNK9 inh | KCNQ1 inh | KCNQ1 pot | hERG protect | TRPC4 potent | Platelet DG rel | KCNK3 block | TRPC4 act
C[C@@H](C(=O)NCc1ccccc1)N1C(=O)C2CC=CCC2C1=O (some centres not stated) | i | i | 7 | i | i | i | -7 | i | -2 | i | i
COc1cc(S(=O)(=O)N2CCN(c3ccccc3)CC2)ccc1F | i | i | . | i | i | i | -3 | i | -15 | i | i
CCOC(=O)c1cn(CC(=O)Nc2ccc(C)cc2)nn1 | i | i | -3 | i | i | i | -20 | i | 5 | i | i
S=C1CSc2ccccc2N1 | i | i | . | i | i | i | -4 | i | -1 | i | i
CC(=O)c1c(C)[nH]c(C(=O)O)c1C | i | i | -1 | i | i | i | -3 | i | -2 | i | i
COC(=O)c1ccc(CN2CCC(CO)(Cc3cccc(OC)c3)CC2)cc1 | i | i | -4 | i | i | i | -9 | i | 1 | i | i
O=C(COc1cccc(-n2cnnn2)c1)Nc1ccccc1 | i | i | 2 | i | i | i | -10 | i | -4 | i | i
CC(C)CNC(=O)C1CCCN(C(=O)NCc2ccccc2)C1 (configuration not stated) | i | i | 1 | i | i | i | -1 | i | 0 | i | i
CCN(CC)CCCNc1nc2cc(OC)c(OC)cc2c2nc(-c3cccnc3)nn12 | i | i | 7 | i | 11* | i | -7 | i | 1 | i | i
O=c1c2ccccc2sn1-c1ccccc1 | i | i | 10 | i | i | i | 6.5* | i | -2 | i | i
O=C(O)c1cc(-c2c[nH]c3ccccc23)nc2cc3ccccc3cc12 | i | i | . | i | i | i | -7 | i | -1 | i | i
CCOC(=O)Cc1csc(NC(=O)c2c(-c3c(Cl)cccc3Cl)noc2C)n1 | i | i | 2 | i | i | i | -2 | i | -2 | i | i
O=C(N/N=C\c1ccc(COc2ccc([N+](=O)[O-])cc2)o1)c1ccc(Cl)cc1 | i | i | -1 | i | i | i | -9 | i | 0 | i | i
Cc1cc(N2CCC(C)CC2)nc(-n2nc(C)cc2C)n1 | i | i | 3 | i | i | i | -9 | i | -16 | i | i
Nc1cc(-c2ccccc2)nn1Cc1ccccc1 | i | i | 1 | i | i | i | -6 | i | -1 | i | i
CN(C)S(=O)(=O)c1ccc(C(=O)NCc2nnc(SCC(=O)N3CCCC3)o2)cc1 | i | i | . | i | i | i | -4 | i | -26 | i | i
CCCc1cc(=O)[nH]c(SCc2csc(-c3ccccc3)n2)n1 | i | i | 1 | i | i | i | -2 | i | 6 | i | i
Cc1ccc(Cn2ncc(C)c2N)o1 | i | i | 1 | i | i | i | -6 | i | -1 | i | i
COc1ccc(OC)c(C2C(C(=O)c3cc4ccccc4o3)=C(O)C(=O)N2c2cc(C)on2)c1 (configuration not stated) | i | . | -1 | i | i | i | -3 | i | -7 | i | i
COc1cc(C(=O)COC(=O)CNC(=O)C2CCCCC2)cc(OC)c1OC | i | i | 6 | i | i | i | -6 | i | -1 | i | i
O=c1c(Cl)c(N2CCC3(CC2)OCCO3)cnn1C12CC3CC(CC(C3)C1)C2 | i | i | . | i | i | i | -3 | i | -3 | i | i
COc1ccccc1N1CCN(C(=O)C(C)CS(=O)(=O)c2ccc3c(c2)NC(=O)CS3)CC1 (configuration not stated) | i | i | -3 | i | i | i | -10 | i | 11 | i | i
O=C(NNC(=O)c1ccccc1O)c1ccc(NS(=O)(=O)c2ccc(F)cc2)cc1 | i | i | 11 | i | i | i | -16 | i | -9 | i | i
